# Screens deposited in PubChem by National Center for Advancing Translational Sciences (NCATS).
# GLA spleen mod: alpha-galactosidase A (human) modulation. Potency, µM (top dose mostly 80 µM), for inactives: at the highest dose activity change, negative = inhibition, hits mostly inhibitors. human spleen homogenate, 4MU-alpha-Gal fluorescence, 40 min. hit rate 0.008% among 240,000. P06280;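 further: 0% = enzyme with vehicle and -100% = no enzyme basal signal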
#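 Spleen homogenate 1 ug + cpd (titration) + 4-MU-alpha-D-galactopyranoside 1 mM; 37C 40 min; 50 mM citrate/phosphate pH 5.0, 0.01% Tween-20; stop pH 10; fluorescence 365/440; AC50 via Hill.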
# ALDH1A1 inh: blocks purified human ALDH1A1 activity; P00352; Purified ALDH1A1, NADH fluorescence, propionaldehyde substrate; Potency, µM (highest dose often 75.3 µM), for inactives: top-dose activity, negative = inhibition, hits mostly inhibitors; hit rate 7.3% among 220,000; active means well fitted inhibition curve with a large enough effect, not every such curve was filed as active; inconclusive means small, poorly fitted or top-dose-only effect, or another doubt; inactive means no such curve, though single readings can be large or run the other way;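 further: plate controls were no enzyme wells and a reference inhibitor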
# Target sequence (P00352 whole entry, looked up): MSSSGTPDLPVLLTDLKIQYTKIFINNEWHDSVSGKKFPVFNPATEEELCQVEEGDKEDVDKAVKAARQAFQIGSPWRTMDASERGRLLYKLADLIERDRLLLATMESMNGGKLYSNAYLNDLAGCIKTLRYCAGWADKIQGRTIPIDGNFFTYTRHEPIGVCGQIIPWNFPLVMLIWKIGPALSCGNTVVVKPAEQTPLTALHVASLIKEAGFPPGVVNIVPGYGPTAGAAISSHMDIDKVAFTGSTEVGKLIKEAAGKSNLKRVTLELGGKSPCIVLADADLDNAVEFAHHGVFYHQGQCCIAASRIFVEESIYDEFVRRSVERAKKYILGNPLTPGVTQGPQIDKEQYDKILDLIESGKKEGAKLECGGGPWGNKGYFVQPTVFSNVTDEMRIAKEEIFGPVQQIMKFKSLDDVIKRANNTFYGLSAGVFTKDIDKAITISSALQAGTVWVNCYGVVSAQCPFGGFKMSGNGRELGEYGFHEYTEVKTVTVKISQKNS
# Tau fluor counter: counter-screen for tau fibril formation inhibitors; tau K18 P301L (four-repeat tau fragment) Alexa594 fluorescence, heparin fibrillization; AID 1463; hit rate 0.93% among 280,000; Potency, µM (highest dose often 57.7 µM), for inactives: at the highest dose activity change, negative = decrease; further: on the % scale 0 is the no-effect control and ±100 the full control effect; nearly all actives have a fitted effect of over 55% in size
#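 Human K18 P301L tau (15 uM unlabeled plus 0.24 uM Alexa 594-labeled, final) in 100 mM sodium acetate pH 7 was mixed with compound and 20 uM heparin and incubated 6 hr at 37 C.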
# GAA glycogen: GAA glycogen-cleavage inhibition or activation; recombinant GAA, glycogen substrate, Amplex Red glucose oxidase fluorescence; Potency, µM (highest dose often 76.4 µM), inactives show at the top dose activity change, negative = inhibition, hits mostly inhibitors; hit rate 0.38% among 300,000; P10253;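 further: 0% = full enzyme reaction and -100% = no-enzyme basal signal; the screen sought inhibitors and activators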
#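 Recombinant enzyme (4 nM final) with compounds titrated up to 77 uM and bovine liver glycogen (30 ug) in citrate pH 5.0, 0.01% Tween-20, 37 C 40 min. Released glucose detected by Amplex Red/glucose oxidase (Ex 573/Em 610); AC50 from Hill fits.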
# Epigenetic derep: epigenetic control regulation, reporter derepression; murine LDR cells, GFP reporter derepression, 30 h; Potency, µM (series often up to 53.9 µM), inactives show at the highest dose GFP activation, usual class: activators; hit rate 0.2% among 280,000; AID 1865; further: % of control where 0% means no effect; nearly all actives have a fitted effect of over 60% in size
#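 Readout is the number of GFP-expressing murine LDR cells, counted by cytometry following washing. Cells were treated with compound for 30 h at 37 C; the stably integrated CMV-GFP locus is normally silent.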
# GAA inh: blocks human lysosomal alpha-glucosidase; P10253; purified human GAA, 4-MU-alpha-glucoside fluorescence; Potency, µM (highest dose often 76.9 µM), for inactives: top-dose activity change, negative = inhibition, hits mostly inhibitors; hit rate 0.005% among 200,000; AID 1466;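 further: plate controls were uninhibited enzyme wells for no effect and no-enzyme background for full effect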
#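 Enzyme (4 nM final) mixed with compound (up to 77 uM), then 4-MU-alpha-D-pyranoside (400 uM final) added; 20 min at room temperature, pH 5.0. Reaction stopped at pH 10, fluorescence read, AC50 derived by Hill fit.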
# NPSR antagonist: neuropeptide S receptor (human) antagonism, cAMP; Q6W5P4; CHO-NPSR cells, cAMP TR-FRET, antagonist mode; Potency, µM (doses to about 38.3 µM), without a hit: top-dose activity change, negative = inhibition, hits mostly inhibitors; hit rate 1% among 220,000; further: on the % scale 0 is the no-effect control and ±100 the full control effect; nearly all actives have a fitted effect of over 50% in size; many of its hits are not listed in these tables
# Target sequence (Q6W5P4 whole entry, looked up): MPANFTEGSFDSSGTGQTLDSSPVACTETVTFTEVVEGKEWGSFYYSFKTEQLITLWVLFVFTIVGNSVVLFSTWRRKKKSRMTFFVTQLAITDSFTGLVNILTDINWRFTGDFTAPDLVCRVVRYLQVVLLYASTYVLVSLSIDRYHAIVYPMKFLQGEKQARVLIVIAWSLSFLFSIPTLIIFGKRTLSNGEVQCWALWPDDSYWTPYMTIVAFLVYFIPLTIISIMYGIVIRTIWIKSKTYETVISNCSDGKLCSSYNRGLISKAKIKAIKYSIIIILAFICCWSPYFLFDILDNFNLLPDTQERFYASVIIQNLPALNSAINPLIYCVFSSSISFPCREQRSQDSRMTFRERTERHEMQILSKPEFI
# GAA spleen mod: inhibits or activates alpha-glucosidase in human spleen homogenate; hit rate 0.006% among 240,000; P10253; AID 2112; Potency, µM (top dose mostly 79.9 µM), for inactives: at the top dose activity change, negative = inhibition, actives largely listed as inhibitors; human spleen homogenate, 4-MU-alpha-glucoside fluorescence;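 further: 0% = enzyme with vehicle and -100% = no enzyme basal signal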
#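 Human spleen homogenate (1 ug) incubated with compounds and 1 mM 4-methylumbelliferyl-alpha-D-glucopyranoside in pH 5.0 citrate/phosphate buffer, 37 C, 40 min. Stopped at pH 10; 4-MU fluorescence (Ex 365/Em 440 nm); AC50 by Hill fit.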
# Starred values were filed as active, the others as inactive; ? = inconclusive; . = no result given; & = joins results of further samples; [ ] = dose if it differs, or a comment. Unless noted, the call rests on the fitted dose curve; in most records, active means well fitted curve in the direction sought with a large enough effect; inconclusive means small, poorly fitted or top-dose-only effect, or another doubt; inactive means no such curve, though single readings can be large; an effect the other way counts as inactive or inconclusive. Potency means the concentration at half of the fitted maximal effect. These rows are one share of the data. The share of hits here may be higher or lower than overall.
canonical_smiles	GLA spleen mod	ALDH1A1 inh	Tau fluor counter	GAA glycogen	Epigenetic derep	GAA inh	NPSR antagonist	GAA spleen mod
CCOc1ccc(N(CC)S(=O)(=O)c2ccc3c(c2)n(C)c(=O)c(=O)n3C)cc1	2%	-3%	-1%	5%	0.0%	2%[15.4 µM]	-1%[46.1 µM]	-1%
Cn1c(COc2cccc3cccnc23)nnc1SCC(=O)O	7%	0%	4%	-2%	-0.7%	1%	-8%	2%
O=C(Nc1ccccc1C(=O)OCC(=O)c1c[nH]c2ccccc12)c1ccco1	4%	?	?	-4%	?	-4%	-8%	-3%
COc1ccc(OC)c(NC(=O)CSc2nnnn2-c2ccccc2F)c1	7%	?	-11%	3%	0.8%	-34%	-17%[46.1 µM]	-1%
COc1ccc(Cc2noc(CN(C)Cc3cccc(-n4cccn4)c3)n2)cc1OC	-1%	5%	-23%	-17%	3.1%	-12%	10%	-5%
O=C(Nc1ccc(Cl)c(S(=O)(=O)N2CCOCC2)c1)c1cc(-c2ccccn2)nc2ccccc12	-10%	-2%	?	27%	0.9%	-9%	-21%	-8%
O=[N+]([O-])c1cccc(-c2ccc(/C=N/NC(=S)NCc3ccco3)o2)c1	10%	.	?	1%	0.0%	.	-1%	-8%
O=C(Nc1ccc2c3c(cccc13)CC2)c1cccc([N+](=O)[O-])c1	1%	-3%	?	9%	2.1%	-2%	-22%[46.1 µM]	0%
CC1(C)CC(=O)C(Sc2ccccc2C(=O)O)=C(O)C1	2%	3%	3%	5%	3.0%	2%	16%	1%
CC(=O)NCCc1nc2ccccc2n1Cc1cc(C)ccc1C	6%	.	-2%	1%	0.7%	.	5%	0%
O=C(O)CCC(=O)Nc1sc2c(c1C(=O)Nc1cccc3ccccc13)CCCCC2	-1%	0%	6%	5%	-4.4%	-3%	-14%	1%
CCOc1ccc2c(c1)-c1c(ssc1=S)C(C)(C)N2C	2%	?	13µM*[quencher]	-3%	0.8%	-7%	-24%[46.1 µM]	-1%
CCOC(=O)c1ccc(-c2ccc(CO)o2)cc1	7%	?	-7%	3%	-1.2%	4%	-12%[46.1 µM]	4%
COC(=O)C1CCN(C(=O)c2ccc(NC(C)=O)cc2)CC1	0%	14%	8%	0%	-6.0%	-8%	-2%[46.1 µM]	-3%
c1ccc(-c2nc(-c3ccc(-c4ccon4)s3)no2)cc1	8%	-1%	-7%	-2%	3.2%	5%	23%	8%
CC1(C)CC(=O)C2=C(C1)N(Cc1ccco1)C(=O)NC2(C(F)(F)F)C(F)(F)F	7%	20%	-5%	-10%	-0.3%	4%	1%[46.1 µM]	4%
CC(=Nc1ccc(C)cc1C)c1sc2ccccc2c1O	-2%	-2%	-27%	9%	3.4%	5%	-44%	-3%
Oc1ccc(/C=N/N(Cc2ccccc2)c2ccccc2)c(O)c1O	7%	10µM*	28µM*[quencher]	?	1.1%	-7%	-23%	-13%
CC(C)n1nc(C(=O)Nc2ccccc2N2CCOCC2)c2ccccc2c1=O	5%	-6%	-7%	-10%	1.3%	6%	-14%	-5%
CCc1nnc(NC(=O)CSc2nnc(-c3cccnc3)n2CC)s1	-5%	-9%	-4%	-2%	-0.7%	?	-4%[46.1 µM]	1%
OCC1(CCCc2ccccc2)CCN(C2CCSCC2)CC1	-4%	3%	3%	7%	1.1%	.	-9%	-3%
c1ccc(OCCCN2CCCC2)cc1	0%	?	-4%	3%	4.1%	-1%	-7%[46.1 µM]	3%
CN(C)CCNC(=O)/C(=N\O)c1ccccn1	4%	-4%	3%	1%	1.1%	10%	9%	2%
Cc1cc(C(=O)Nc2nc3c(C)cccc3s2)c(C)o1	-4%	-8%	-15%	6%	0.9%	0%	-4%[46.1 µM]	-6%
CCOC(=O)N1CCN(C(=O)C2CCN(C(=O)c3cc(OC)cc(OC)c3)CC2)CC1	-8%	-8%	-1%	-3%	1.1%	-10%	5%	0%
Oc1ccc(-c2nc3c4c(ncn3n2)-c2ccccc2CC42CCCC2)cc1	-14%	-6%	?	11%	2.2%	?	-31%	-11%
C=CCN1CCN(Cc2cnc(Cl)s2)CC1	-18%	4%	-8%	5%	-0.9%	?	-7%[46.1 µM]	-17%
CNS(=O)(=O)c1ccc(NC(=O)c2cnn3c(C(F)F)cc(-c4ccccc4)nc23)cc1	-7%	11%	-13%&-15%	-15%	9.4%&2.8%	3%	-26%	-4%
Cc1cc(C)c(C#N)c(Sc2nnnn2-c2ccccc2)n1	6%	?	0%	-11%	-0.8%	-3%	-10%[46.1 µM]	5%
NC(=O)CSc1nc2cc([N+](=O)[O-])ccc2n1-c1cccc(C(F)(F)F)c1	4%	4%	-12%	-4%	0.0%	4%	-10%	1%
CCN(CC)c1ccc(NC(=O)c2cccc(C)c2OC)c(C)c1	8%	?	-17%	-1%	-5.5%	-9%	-30%[46.1 µM]	-3%
CC1(C)CC2(C)OC(=N)C1(C#N)C2(C#N)C#N (stereo unspecified)	7%	.	-24%	3%	?	.	-27%	3%
S=C(c1ccc(-c2ccccc2Cl)o1)N1CCCCC1	4%	?	-17%	5%	0.0%	?	-26%	4%
COc1ccc(-c2nc(C#N)c(NCCCn3ccnc3)o2)cc1OC	-3%	?	-12%	?	-5.5%	5%	-8%[46.1 µM]	-3%
COc1ccc(OC)c(/C=N/c2c(-c3ccc(O)c(OC)c3)nc3ccccn23)c1	1%	?	-8%	5%	0.0%	-2%	-36%	0%
O=S(=O)(N/N=C/c1ccc2c(c1)OCCO2)c1ccccc1	12%	?	-11%	11%	-0.4%	5%	-9%[46.1 µM]	0%
COc1ccc2c(c1)CCCN2C(N)=O	3%	1%	4%	0%	0.0%	-4%	2%[46.1 µM]	-4%
O=C(CSc1cccc[n+]1[O-])N1CCCCCC1	10%	2%	4%	-19%	-0.5%	3%	-3%	-4%
Cc1csc(NC(=O)C(F)(F)F)n1	11%	2%	10%	0%	5.7%	1%	9%	0%
Cc1ccc(C(=O)O)cc1N1C(=O)c2cccc3cc(Br)cc(c23)C1=O	-2%	-1%	-2%	-4%	-4.9%	6%	-11%[46.1 µM]	-5%
C/C(=N\NC(=O)c1ccc(F)cc1)c1ccc(N2CCOCC2)cc1	2%	1%	-5%	-17%	-0.1%	4%	1%	3%
CC(C)(C)CC(=O)NC(=S)Nc1ccccc1C(F)(F)F	10%	-7%	-11%	-7%	-1.1%	?	-15%[46.1 µM]	-8%
COC(=O)c1ccc(NC2(C#N)C(=O)Nc3ccccc32)cc1 (stereo unspecified)	0%	-6%	-9%	5%	-0.8%	5%	-11%[46.1 µM]	-13%
COc1ccccc1NC(=O)c1ccc(NS(=O)(=O)c2c(C)noc2C)cc1	6%	-9%	-9%	-3%	0.9%	5%	-27%[46.1 µM]	0%
CCOC(=O)CC(C#N)c1cn(C)c2ccccc12 (stereo unspecified)	2%	-9%	-8%	1%	-4.4%	-9%	-2%[46.1 µM]	-7%
COCCN=C1Sc2nc3ccc(C)cc3cc2CN1Cc1ccco1	18%	25µM*	-10%	-4%	-1.0%	-14%	?	-1%
CC(O)C(=O)N/N=C/c1ccccc1C(=O)O (stereo unspecified)	-6%	-4%	-4%	14%	-0.4%	-2%	-2%	3%
CC(C)N1CCc2[nH]c(=S)[nH]c(=O)c2C1	-2%	?	-10%	-5%	-1.1%	?	13%	-14%
O=C(CN1C(=O)NC2(CCCC2)C1=O)Nc1ccc(S(=O)(=O)N2CCOCC2)cc1	3%	-3%	-12%	-5%	6.8%	-14%	11%	-5%
CN(C)C(=O)CSc1cnc2ccccc2n1	7%	1%	6%	-2%	1.9%	-7%	7%	0%
COCCCNC(=O)c1ccc(CNS(=O)(=O)c2ccc(NC(C)=O)cc2)cc1	14%	4.5µM*	-3%	7%	1.5%	?	-13%[46.1 µM]	-1%
Cc1ccc(C(=O)O)cc1Nc1ncnc2sc3c(c12)CCC3	10%	.	-18%	12%	1.1%	.	7%	0%
O=C(/C=C/c1ccc(F)cc1)Nc1ccc(S(=O)(=O)Nc2ncccn2)cc1	-7%	-16%	-28%	1%	0.5%	-13%[15.4 µM]	12%	-8%
O=C(Nc1ccccc1-c1ccccc1)c1cnccn1	11%	?	-8%	-10%	0.0%	-8%[15.4 µM]	-6%[46.1 µM]	10%
CC(c1ccco1)N(C(=O)C12CC3CC(CC(C)(C3)C1)C2)c1ccccn1 (stereo unspecified)	-7%	6%	-5%	-6%	-0.7%	?	?	3%
CCOc1ncccc1C(=O)N1CCCSC1=Nc1ccc(C(C)=O)cc1	-2%	-14%	1%	3%	4.2%	4%	-5%	7%
COCCN1C(=O)N[C@@H](c2cccs2)C(C(C)=O)=C1C	1%[17.5 µM]	14%[13.5 µM]	-16%[11.6 µM]	.	.	.	.	5%[17.4 µM]
Cc1ccc(NC(=O)CSc2nnc(C(F)(F)F)n2C)cc1[N+](=O)[O-]	-16%	-2%	-7%	10%	2.0%	-2%	27%	-13%
CC(c1ccccc1)C1CC(=O)N(Cc2ccccc2)C1=O (stereo unspecified)	1%	-4%	-23%	-13%	1.6%	10%	6%	-9%
CCNCCNC(=O)c1c(O)c2ccccc2n(CC)c1=O	-17%	-1%	6%	3%	0.0%	-4%	15%[46.1 µM]	-11%
COc1ccc(/C=N/NC(=O)c2cccc(Br)c2)cc1CN1CCOCC1	3%	.	-15%	-4%	-1.7%	.	5%	3%
CC(=O)Nc1ccc(S(=O)(=O)Nc2ccc(C(=O)NCC(=O)O)cc2)cc1	5%	.	-16%	-4%	0.1%	.	-31%	2%

# Quoted at random: 2 entries already listed, in no set order.
canonical_smiles	GLA spleen mod	ALDH1A1 inh	Tau fluor counter	GAA glycogen	Epigenetic derep	GAA inh	NPSR antagonist	GAA spleen mod
COCCN=C1Sc2nc3ccc(C)cc3cc2CN1Cc1ccco1	18%	25µM*	-10%	-4%	-1.0%	-14%	?	-1%
COc1ccc(/C=N/NC(=O)c2cccc(Br)c2)cc1CN1CCOCC1	3%	.	-15%	-4%	-1.7%	.	5%	3%
